Assay outcomes deposited in PubChem by several laboratories.
Tn7 DDE FP: DD(E)-Tn7 binding inhibition, primary FP screen. P02675. AID 720508. FP displacement of FITC-Tn7 peptide from fibrin DD(E); 0% = median of compound wells per plate. inhibition, % at 8.3 µM. actives 0.13% (n = 370,000);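 active = inhibition above the mean of compounds falling within the control limits plus 3 SD of them, cut at about 14% in these data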;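 note: 0% = plate median of compound wells and 100% = 10 µM Aha-Tn7 peptide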
Target sequence (P02675 whole entry, looked up): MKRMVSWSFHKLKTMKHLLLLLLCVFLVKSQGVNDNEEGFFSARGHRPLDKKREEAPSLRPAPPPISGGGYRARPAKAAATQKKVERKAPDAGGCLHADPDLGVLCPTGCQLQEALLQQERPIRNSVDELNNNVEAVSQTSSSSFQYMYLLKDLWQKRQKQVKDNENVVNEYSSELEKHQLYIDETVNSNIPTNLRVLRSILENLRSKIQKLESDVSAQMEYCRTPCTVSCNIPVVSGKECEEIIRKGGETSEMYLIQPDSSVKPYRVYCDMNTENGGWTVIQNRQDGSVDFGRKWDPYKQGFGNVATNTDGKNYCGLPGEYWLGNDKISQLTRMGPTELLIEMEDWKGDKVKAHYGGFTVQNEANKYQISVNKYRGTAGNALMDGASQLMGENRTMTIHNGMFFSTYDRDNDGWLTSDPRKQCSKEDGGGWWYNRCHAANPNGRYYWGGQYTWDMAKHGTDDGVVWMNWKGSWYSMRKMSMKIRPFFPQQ
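assay system = human clot-derived fibrin DD(E) complex | quantity = Fibrin-DD(E) at 2 µM final | timing = 10 min preincubation, 3 h with tracer, room temperature | signal = fluorescence polarization | measure = percent inhibition | benchmarks = high control wells with 10 µM unlabelled Aha-Tn7 peptide (full inhibition) | replicates = singlicate testing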
ASAP1 GAP inh: ASAP1 ArfGAP inhibition | actives 0.19% (n = 360,000) | Q9ULH1 | inhibition, % at 16.5 µM | ASAP1-stimulated ARF1 GTP hydrolysis, GDP FP detection; in the data active = inhibition above about 25%;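 note: 0% = vehicle with enzyme and substrate and 100% = no enzyme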
Target sequence (Q9ULH1 325-724 limits assumed): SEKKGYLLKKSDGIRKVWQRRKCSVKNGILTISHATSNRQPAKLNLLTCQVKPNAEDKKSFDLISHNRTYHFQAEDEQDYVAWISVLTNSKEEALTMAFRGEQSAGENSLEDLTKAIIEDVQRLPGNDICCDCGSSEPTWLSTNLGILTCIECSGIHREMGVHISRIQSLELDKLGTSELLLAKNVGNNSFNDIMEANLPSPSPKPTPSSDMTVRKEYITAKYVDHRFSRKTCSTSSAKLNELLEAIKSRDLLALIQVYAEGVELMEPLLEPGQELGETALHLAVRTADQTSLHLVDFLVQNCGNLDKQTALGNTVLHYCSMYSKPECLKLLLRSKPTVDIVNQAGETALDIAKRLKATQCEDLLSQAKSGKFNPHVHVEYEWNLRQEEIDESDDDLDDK
ARFGAP1 inh: inhibitors of rat ARFGAP1. actives 0.26% (n = 360,000). AID 651572. Q62848. inhibition, % at 16.5 µM. Arfgap1-stimulated ARF1 GTP hydrolysis, GDP FP detection;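 active = inhibition above a per-plate limit, mean inhibition of low control wells plus 3 SD, cut at about 25% in these data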;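 note: 0% = DMSO wells with enzyme and 100% = wells lacking Arfgap1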
Target sequence (Q62848 1-136 limits assumed): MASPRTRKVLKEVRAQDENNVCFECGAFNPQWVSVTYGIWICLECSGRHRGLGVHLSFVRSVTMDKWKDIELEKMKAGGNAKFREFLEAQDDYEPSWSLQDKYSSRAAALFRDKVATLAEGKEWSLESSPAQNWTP
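Assay system: Rat Arfgap1 GAP domain (His6, aa 1-136), purified enzyme | Buffer or medium: HEPES 25 mM pH 7.5, NaCl 150 mM, MgCl2, DTT | Schedule: GTP hydrolysis reaction 2 h at 25 °C | Signal: FP of antibody-bound GDP Alexa 633 tracer, ex 620/em 688 nm | Measure: Percent inhibition of Arfgap1-stimulated GTP hydrolysis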
NR1D1 modulator: Rev-erb alpha (human) modulation; P20393; Rev-erbα–FITC-DNA binding, fluorescence polarization, 90 min; activity, % at 10 µM; actives 0.79% (n = 370,000); AID 1259318;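 active = activity above about 14%, limit read from the data; passing the limit was not always enough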;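 note: 0% = DMSO wells with 35 nM protein and 100% = DMSO wells with 750 nM protein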
PLC-gamma1 inh: PLC-gamma1 (human) inhibition, primary screen; purified PLC-gamma1, fluorogenic substrate, fluorescence; inhibition, % at 12.2 µM; actives 0.84% (n = 370,000); AID 720700; in the data active = inhibition above about 9.5%
UHRF1 binding: UHRF1 methyl-DNA binding inhibition; Q96T88; UHRF1 binding to methylated oligo, TR-FRET; inhibition, % at 4.4 µM; actives 0.75% (n = 370,000); AID 687016; in the data active = inhibition above about 21%;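 note: UHRF1 SRA domain binding a hemimethylated CpG hairpin DNA probe; 0% = median of test compound wells and 100% = reference inhibitor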
DDE Tn6 FP inh: DD(E)-Tn6 binding inhibition, primary FP screen. inhibition, % at 8.3 µM. P02675. actives 0.21% (n = 370,000). Fibrin DD(E) TRITC-Tn6 fluorescence polarization displacement;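 active = inhibition above a per-campaign cutoff: mean of compounds within control limits plus 3 SD, cut at about 15% in these data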;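 note: 0% = median of all compound wells on the plate and 100% = blocking peptide control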
HGIII-sPLA2 inh: Inhibits HGIII-sPLA2 liposome hydrolysis, primary screen; Q9NZ20; QFRET BODIPY PC-A2 liposome hydrolysis, fluorescence; inhibition, % at 12.2 µM; actives 0.56% (n = 370,000);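 active = inhibition above mean plus 3 SD of compounds lying within the high and low control bounds, cut at about 19% in these data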;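 note: 0% = median of test compound wells and 100% = no enzyme DMSO wells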
PLCb3 inh: inhibitors of human phospholipase C beta3; Purified PLC-beta3, fluorogenic substrate, fluorescence; actives 0.18% (n = 370,000); inhibition, % at 12.2 µM; in the data active = inhibition above about 11%;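 note: 0% = median of compound wells on plate and 100% = full blocker control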
proKLK7 act: proKLK7 (human) activation, primary screen | P49862 | purified proKLK7, EDANS-DABCYL substrate fluorescence; 100% is mature enzyme control, 0% vehicle | activation, % at 7 µM | actives 0.9% (n = 370,000);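 active = activation above the mean of all tested compounds plus 3 SD, computed per campaign excluding outliers beyond control limits, cut at about 13% in these data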
The depositor's hits bear a star; i = inactive.

SMILES	Tn7 DDE FP	ASAP1 GAP inh	ARFGAP1 inh	NR1D1 modulator	PLC-gamma1 inh	UHRF1 binding	DDE Tn6 FP inh	HGIII-sPLA2 inh	PLCb3 inh	proKLK7 act
Cc1sc2ncnc(N/N=C/c3ccc(O)cc3)c2c1C	1	9	-4	-4	-1	-3	-1	-8	-2	-1.1
COc1ccc(N(C(=O)c2ccc(C)cc2)S(=O)(=O)c2cccs2)cc1	0	-16	6	1	1	-6	7	-9	1	0.0
COc1ccc(NC(=O)COC(=O)C2CC(=O)N(CCc3ccc(OC)c(OC)c3)C2)cc1Cl (stereo unspecified)	6	-2	-9	-6	1	-4	4	3	-1	-0.3
CC(=O)N(CCCc1ccc(C(C)(C)C)cc1)CCCN(C)C	-4	18	-3	-6	6	1	2	-14	5	0.5
Cc1cccc(CC(=O)Nc2sc(C(C)C)cc2C(=O)N2CCOCC2)c1	1	-2	7	-2	-1	4	-4	7	-9	0.6
COc1cc(NC(=O)COC(=O)[C@@H]2CCCN2S(=O)(=O)c2ccc(Cl)cc2)cc(OC)c1OC	2	8	-2	-4	2	3	-3	-5	5	0.0
CN1CCN(C(=O)/C(=C/c2ccccc2)c2ccccc2)CC1	4	3	-5	-3	9.8*	3	-2	0	9	-0.1
CN(CCC#N)C(=O)CSc1ncnc2sc(-c3ccccc3)cc12	0	0	9	-5	1	-5	4	1	-6	0.4
O=C(OCc1ccc(O)cc1)c1c(-c2ccsc2)oc2ccc(N3CCOCC3)cc12	-4	6	3	-5	-191	-1	12	0	-246	-0.7
CN(CC(=O)Nc1ccccc1Br)C(=O)c1ccc(-c2ccc(Cl)cc2)o1	4	0	-2	6	6	-1	-5	-4	-10	-0.1
CC(=O)Nc1ccc(-c2csc(N/N=C\c3ccncc3)n2)cc1	-8	11	5	3	-28	-4	-9	-4	-34	0.1
Cc1cc(CO)nn1-c1ccc([N+](=O)[O-])cc1	-2	7	9	-1	2	-1	0	1	9	0.6

Already shown: 11 of the compounds above.
SMILES	Tn7 DDE FP	ASAP1 GAP inh	ARFGAP1 inh	NR1D1 modulator	PLC-gamma1 inh	UHRF1 binding	DDE Tn6 FP inh	HGIII-sPLA2 inh	PLCb3 inh	proKLK7 act
COc1ccc(N(C(=O)c2ccc(C)cc2)S(=O)(=O)c2cccs2)cc1	0	-16	6	1	1	-6	7	-9	1	0.0
COc1ccc(NC(=O)COC(=O)C2CC(=O)N(CCc3ccc(OC)c(OC)c3)C2)cc1Cl (stereo unspecified)	6	-2	-9	-6	1	-4	4	3	-1	-0.3
CC(=O)N(CCCc1ccc(C(C)(C)C)cc1)CCCN(C)C	-4	18	-3	-6	6	1	2	-14	5	0.5
Cc1cccc(CC(=O)Nc2sc(C(C)C)cc2C(=O)N2CCOCC2)c1	1	-2	7	-2	-1	4	-4	7	-9	0.6
COc1cc(NC(=O)COC(=O)[C@@H]2CCCN2S(=O)(=O)c2ccc(Cl)cc2)cc(OC)c1OC	2	8	-2	-4	2	3	-3	-5	5	0.0
CN1CCN(C(=O)/C(=C/c2ccccc2)c2ccccc2)CC1	4	3	-5	-3	9.8*	3	-2	0	9	-0.1
CN(CCC#N)C(=O)CSc1ncnc2sc(-c3ccccc3)cc12	0	0	9	-5	1	-5	4	1	-6	0.4
O=C(OCc1ccc(O)cc1)c1c(-c2ccsc2)oc2ccc(N3CCOCC3)cc12	-4	6	3	-5	-191	-1	12	0	-246	-0.7
CN(CC(=O)Nc1ccccc1Br)C(=O)c1ccc(-c2ccc(Cl)cc2)o1	4	0	-2	6	6	-1	-5	-4	-10	-0.1
CC(=O)Nc1ccc(-c2csc(N/N=C\c3ccncc3)n2)cc1	-8	11	5	3	-28	-4	-9	-4	-34	0.1
Cc1cc(CO)nn1-c1ccc([N+](=O)[O-])cc1	-2	7	9	-1	2	-1	0	1	9	0.6

Next section:
SMILES	Tn7 DDE FP	ASAP1 GAP inh	ARFGAP1 inh	NR1D1 modulator	PLC-gamma1 inh	UHRF1 binding	DDE Tn6 FP inh	HGIII-sPLA2 inh	PLCb3 inh	proKLK7 act
CCOC(=O)c1sc(/N=C/N(C)C)c(C(=O)OCC)c1C	-4	9	-3	2	0	-2	3	-4	-1	0.6
O=C(CCCn1c(=O)c2sccc2n(CC(=O)NCC2CCCO2)c1=O)NCc1ccco1 (stereo unspecified)	-1	10	-2	-1	-2	5	-3	1	-6	-0.3
Cn1cnnc1SCC(=O)Nc1ccc(S(N)(=O)=O)cc1	-2	-10	7	0	1	0	-4	5	-3	-0.3
COc1cccc(C(=O)OCC(=O)NCCC2=CCCCC2)c1	6	8	-1	4	0	-1	4	-7	-1	0.3
COc1cc(C(=S)N2CCCCC2)ccc1OCC(=O)Nc1ccc(F)cc1	2	-4	2	-1	3	-1	3	2	-4	0.2
Cc1nn(C)c(C)c1CCC(=O)N1CCCC(Nc2ccc(C(C)C)cc2)C1 (stereo unspecified)	0	-6	1	0	3	0	-5	0	4	-0.4
CCCCC1=CC2=CC(=O)C(C)(OC(=O)CC)C(=O)C2=CN1CCc1ccc(Br)cc1 (stereo unspecified)	4	9	2	4	-103	-7	0	-10	-142	-3.9
COc1cc(NC(=S)NCc2ccco2)c(OC)cc1Cl	3	0	0	-4	-2	0	9	3	3	0.0
O=C(O)CCN1C(=O)/C(=C\c2cccc(Oc3ccccc3)c2)SC1=S	-1	-23	-17	-4	-1	-2	-5	-21	-9	0.3
O=[N+]([O-])c1ccc(Oc2cnc3ccccc3n2)cc1	9	-6	-3	6	1	-4	0	2	2	0.2
O=C(Nc1ccc(Br)cc1)c1cccc(OC(=S)N2CCOCC2)c1	-4	16	5	3	1	4	0	5	-3	0.4
CC(C(=O)N1CCc2ccccc21)N1CCN(S(=O)(=O)c2cccc(C(F)(F)F)c2)CC1 (stereo unspecified)	0	11	10	-3	6	3	3	4	-1	0.3
O=C(Nc1ccc(O)cc1)c1cccc(Oc2ccc([N+](=O)[O-])cc2)c1	-8	3	4	-4	8	1	8	-10	2	0.1
CCOC(=O)C(CSCC(=O)c1ccc(Cl)cc1Cl)NC(=O)OC(C)(C)C (stereo unspecified)	1	-16	9	-1	-2	-2	-1	-39	-5	-0.7
COc1ccc(C(=O)C(O)C(c2ccc(C)cc2)N2CCOCC2)cc1OC (stereo unspecified)	0	13	0	-3	4	5	-5	1	1	-0.8
Cc1cc(N2CCCCCC2)nc(-c2ccccc2O)n1	5	-10	5	0	-213	-1	4	3	-323	-9.1
CCC(=O)Nc1ccc2c(c1)ncn2-c1ccccc1OC	-1	-20	-1	-5	-3	-1	-2	9	-2	0.2
COc1ccc(Cc2nnc(SCC(=O)Nc3ccccc3)[nH]c2=O)cc1	-3	-5	-4	2	0	-2	-1	-1	-9	-0.3
CC(=O)c1cc(C)ccc1OC(=O)CCN1C(=O)C2C3c4ccccc4C(c4ccccc43)C2C1=O (stereo unspecified)	1	-10	5	1	1	0	-1	-3	5	0.2
Cc1ccc(N2C(=O)C(CN3CCCC3)C2c2ccccc2)cc1 (stereo unspecified)	-5	9	0	-4	0	2	-3	-6	-3	-0.2
COCCCN(C(=O)c1ccco1)c1nc(-c2cc(OC)ccc2OC)cs1	-6	16	10	11	0	-2	8	-1	-1	-0.3
CSCCC(NS(=O)(=O)c1ccc(C)cc1)C(=O)NNC(=O)c1csc(N2CCOCC2)n1 (stereo unspecified)	-9	18	14	-4	-3	1	0	0	-13	0.3
CCOC(=O)COc1cccc2c(=O)n(CC(=O)N3CCCc4ccccc43)ccc12	-2	8	3	7	1	1	4	-3	0	0.4
Cc1cc(C)c(-c2cc(NC(=O)COC(=O)c3ccc(C#N)cc3)n(-c3ccccc3)n2)cc1C	-6	9	0	3	0	15	0	-12	-2	-0.7
Cc1cccc2c(=O)cc(C)n(Cc3ccccc3)c12	-3	5	3	2	1	0	1	-5	2	0.5
CC1Cc2ccccc2N1C(=O)COC(=O)c1ccccc1NCCO (stereo unspecified)	-1	-11	-6	-3	i	3	2	7	i	12
O=C(NCc1cccc(C(F)(F)F)c1)c1cc(Cl)ccc1Cl	-1	-6	-2	-1	3	16	5	0	-2	0.1
CCc1ccccc1N=C1SCC(=O)N1C	0	-1	3	3	1	-1	-5	3	4	-0.2
CC(=O)NNc1nc(-c2ccc(NC(C)=O)cc2)cs1	-3	10	2	2	-138	-4	2	0	-144	-6.2
CC(C)CN(C(=O)c1cc(Cl)nc2ccccc12)c1c(N)n(Cc2ccccc2)c(=O)[nH]c1=O	3	-6	-3	-2	-2	-1	-4	6	-8	-0.2
CSc1ncccc1C(=O)NCC1CCCCC1	-7	12	1	2	1	-1	3	-1	-4	0.2
COc1ccc(C2(C(=O)Nc3ccc(C)c(C)c3)CCOCC2)cc1	-7	-8	-5	-1	0	2	5	-5	-1	0.2
CCOC(=O)C1=CCN(S(=O)(=O)c2cccc(Cl)c2)C1c1cccc(C)c1 (stereo unspecified)	-3	3	-7	18*	-1	1	3	7	0	0.7
CCOC(=O)c1ccc(Cl)c(NC(=O)c2ccc(-c3ccccc3)cc2)c1	-4	2	0	3	1	-1	0	7	1	0.7
CCn1c(CNC(=O)c2cccs2)nnc1SCC(=O)NCCc1ccccc1	8	13	-1	-5	0	2	5	-3	-3	0.5
COc1ccc2c(CSc3nc4nc(C)cc(C)n4n3)cc(=O)oc2c1	-4	10	-2	2	-24	3	3	0	-30	-1.9
CCC(C)[C@H](Nc1nc(-c2ccccc2)nc2c1oc1ccccc12)C(=O)O (stereo partly specified)	-6	10	-3	-3	1	2	0	-19	-6	0.5
CCOC(=O)Cn1nc2oc(=O)c(CCN3CCN(c4ccccc4OC)CC3)c(C)c2c1C	-11	8	-9	6	-2	-2	1	-3	0	0.9
CCC1=NN2C(=N)/C(=C/c3cc(C)n(-c4ccccc4)c3C)C(=O)N=C2S1	4	-6	-13	0	-2	-4	4	4	-10	0.5
COc1ccc(/C=C/C(=O)OCC(=O)c2ccc3c(c2)NC(=O)CO3)cc1	5	-10	-10	4	0	-2	1	2	-9	0.1

Three of the entries above in order of their number in NR1D1 modulator, high to low.
SMILES	Tn7 DDE FP	ASAP1 GAP inh	ARFGAP1 inh	NR1D1 modulator	PLC-gamma1 inh	UHRF1 binding	DDE Tn6 FP inh	HGIII-sPLA2 inh	PLCb3 inh	proKLK7 act
CCOC(=O)Cn1nc2oc(=O)c(CCN3CCN(c4ccccc4OC)CC3)c(C)c2c1C	-11	8	-9	6	-2	-2	1	-3	0	0.9
CCC1=NN2C(=N)/C(=C/c3cc(C)n(-c4ccccc4)c3C)C(=O)N=C2S1	4	-6	-13	0	-2	-4	4	4	-10	0.5
CCC(C)[C@H](Nc1nc(-c2ccccc2)nc2c1oc1ccccc12)C(=O)O (stereo partly specified)	-6	10	-3	-3	1	2	0	-19	-6	0.5
